ANO1 block: blocks the mouse calcium-activated chloride channel TMEM16A | normalized B-score (activity score, 25-100; higher = stronger inhibition) at 10 µM | 310,000 tested, 1.2% active | Q8BHY3 | HEK293 TMEM16A/YFP iodide influx fluorescence, ionomycin;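 active = ratio plate-corrected score three or more library SD toward inhibition, starting fluorescence score within five deviations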;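 note: score derived from kinetic fluorescence span divided by baseline fluorescence per well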
RGS4 inh: inhibitors of human RGS4 | B-score at 10 µM | 310,000 tested, 0.45% active | HEK293 M3R/RGS4 inducible, Fluo-4 calcium flux; active compounds read high; triggered by carbachol at its EC20 | P49798 | AID 463165;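 active = B-score, a plate-corrected calcium signal, over three deviations above library mean, with baseline fluorescence within five deviations of library mean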;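 note: RGS4 expression induced by doxycycline in cells with stable M3 receptor; B-score is computed from the integrated fluorescence ratio over baseline after carbachol; higher B-score means a larger calcium signal and so more RGS4 inhibition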
Target sequence (P49798 whole entry, looked up): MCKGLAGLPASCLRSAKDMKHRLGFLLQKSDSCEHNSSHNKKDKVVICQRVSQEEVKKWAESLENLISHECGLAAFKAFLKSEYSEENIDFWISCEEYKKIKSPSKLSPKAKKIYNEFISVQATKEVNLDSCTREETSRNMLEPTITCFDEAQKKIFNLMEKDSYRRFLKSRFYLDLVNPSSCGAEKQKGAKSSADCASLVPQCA
TMEM16A act: activates or potentiates the mouse TMEM16A chloride channel | B-score at 10 µM | 340,000 tested, 0.3% active | HEK293 TMEM16A/YFP-H148Q/I152L, iodide quench fluorescence; active compounds read low;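 active = fluorescence-ratio B-score plate-corrected deviation score at least 3 library SD below zero, with starting fluorescence score within 5 deviations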;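 note: channel opened by trigger with iodide after compound preincubation; score built on the fluorescence ratio of max minus min over baseline; more negative score means more quench and so TMEM16A activation or potentiation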
KCNK3 block: human KCNK3 channel inhibition, primary screen | O14649 | CHO-KCNK3 thallium flux, FluxOR fluorescence; active compounds read low | B-score at 10 µM | 340,000 tested, 0.84% active | AID 602410;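 active = B-score under library mean minus 4 SD, starting fluorescence ratio at most library mean plus 5 SD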;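 note: more negative B-score means stronger inhibition of thallium flux through KCNK3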
hERG rescue: hERG (human) protection from proarrhythmic block | 310,000 tested, 0.51% active | CHO-hERG, FluxOR thallium flux, dofetilide IC70 present | activation (rescue from dofetilide block), less the hit threshold, % at 10 µM | AID 1511 | Q12809;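 active = activation above the mean of controls blocked by dofetilide plus 5 SD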;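 note: thallium influx through hERG after potassium depolarization seen as dye fluorescence rise; in these data hits start at about 4.7%; inactives centre near -7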
MrgX1 agonist: activates human MrgX1 receptor signaling. Q96LB2. MrgX1-HEK293 cells, Fluo-4 calcium fluorescence, agonist mode; active compounds read high. B-score at 10 µM. 310,000 tested, 0.44% active;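 active = calcium response B-score plate-corrected fluorescence ratio at least 3 library SD, with starting fluorescence B-score inside 5 SD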
Target sequence (Q96LB2 whole entry, looked up): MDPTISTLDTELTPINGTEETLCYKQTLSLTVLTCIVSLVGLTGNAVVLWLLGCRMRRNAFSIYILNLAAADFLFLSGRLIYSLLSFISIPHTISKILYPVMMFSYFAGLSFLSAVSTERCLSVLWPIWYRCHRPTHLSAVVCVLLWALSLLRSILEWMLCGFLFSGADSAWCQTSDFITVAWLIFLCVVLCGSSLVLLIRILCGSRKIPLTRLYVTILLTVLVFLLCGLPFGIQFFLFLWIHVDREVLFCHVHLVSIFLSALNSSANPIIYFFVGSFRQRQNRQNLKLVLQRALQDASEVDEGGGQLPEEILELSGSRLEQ
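Test system: Stable human MrgX1 HEK293 cell line | Schedule: Overnight plating before 1 h dye loading | Read-out basis: Baseline-normalised fluorescence change ratio, B-scored | Detection: Kinetic calcium dye fluorescence, Fluo-4 NW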
RGS4 pot: potentiators or activators of RGS4; B-score at 10 µM; 310,000 tested, 0.92% active; HEK293 M3R/inducible RGS4, carbachol calcium flux Fluo4; active compounds read low;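 active = B-score of the integrated calcium signal more than 4 SD below the library mean, with starting fluorescence not abnormally high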;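 note: negative B-score means reduced calcium response which marks RGS4 activation or potentiation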
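Also added: carbachol at ECmax as muscarinic agonist stimulus; Assay system: HEK293 cells with stable M3R and inducible RGS4; Timing: overnight RGS4 induction, 30 min dye load 37 °C, 20 min compound RT; Measured by: Fluo4-AM (2 µM) calcium-flux fluorescence, kinetic read.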
KCNQ1 block: inhibitors of human KCNQ1 potassium channel; 310,000 tested, 1.3% active; CHO-K1 KCNQ1, FluxOR thallium flux fluorescence; active compounds read high; P51787; AID 2642; B-score at 10 µM;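 active = compounds whose thallium flux B-score, printed positive for inhibition, exceeds three library SD while starting fluorescence stays within three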;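 note: channel opened by potassium depolarization with thallium stimulus after 20 min compound exposure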
KCNQ1 pot: potentiates or activates the human KCNQ1 potassium channel; 310,000 tested, 0.35% active; B-score at 10 µM; CHO-K1 KCNQ1, thallium flux FluxOR fluorescence; active compounds read high;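 active = fluorescence ratio B-score, a plate-corrected score, at least three library SD, with initial intensity B-score within 5 SD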
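Test system: CHO-K1 cells stably expressing KCNQ1 / Medium: assay buffer / Also added: depolarizing K+/Tl+ stimulus, K2SO4 and Tl2SO4 each 12.5 mM in 5x stock / Incubation: 90 min dye loading and 20 min compound exposure, both at room temperature / Signal: thallium influx via FluxOR fluorescence, kinetic imaging / Evaluation: B score of baseline-normalized fluorescence ratio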
MrgX1 allo act: human MrgX1 positive allosteric modulation, primary screen | Q96LB2 | MrgX1-HEK293, Fluo-4 calcium flux, FDSS; active compounds read high | 310,000 tested, 0.63% active | B-score at 10 µM;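 active = plate-corrected calcium response at least 3 library SD above typical, normal starting fluorescence, not activating the receptor alone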;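 note: compound read alongside a low EC10 to EC30 dose of BAM8-22 agonist; peak minus trough fluorescence over baseline measured at the second addition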
KCNK9 block: inhibitors of human KCNK9 two-pore domain potassium channel; B-score at 10 µM; 310,000 tested, 1.2% active; HEK293 KCNK9, FluxOR thallium flux fluorescence; active compounds read low; AID 488922;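 active = ratio B-score over 3 SD below the library mean, with starting fluorescence within 5 SD of its mean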;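 note: negative B-score means less thallium flux so channel inhibition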
Target sequence (Q9NPC2 whole entry, looked up, the tested form may be a part): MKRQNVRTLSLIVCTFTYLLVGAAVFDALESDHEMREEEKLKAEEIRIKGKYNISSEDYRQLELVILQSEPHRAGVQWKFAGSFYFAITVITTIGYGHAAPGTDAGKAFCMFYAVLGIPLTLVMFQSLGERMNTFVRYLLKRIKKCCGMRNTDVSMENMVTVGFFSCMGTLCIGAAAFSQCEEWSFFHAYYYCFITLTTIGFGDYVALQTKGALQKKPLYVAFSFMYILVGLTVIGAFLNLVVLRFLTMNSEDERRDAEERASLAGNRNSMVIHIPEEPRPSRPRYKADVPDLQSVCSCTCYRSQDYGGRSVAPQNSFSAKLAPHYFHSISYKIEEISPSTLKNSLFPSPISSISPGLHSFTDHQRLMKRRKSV
* marks the source's active call; other numbers are inactive results; i = inactive; · = no result given.

SMILES	ANO1 block	RGS4 inh	TMEM16A act	KCNK3 block	hERG rescue	MrgX1 agonist	RGS4 pot	KCNQ1 block	KCNQ1 pot	MrgX1 allo act	KCNK9 block
CCc1cccc(CC)c1NC(=S)NCCc1ccc(O)c(O)c1	i	i	i	i	-3	i	i	i	i	i	i
CCN1CCN(S(=O)(=O)c2cccc3nsnc23)CC1	i	i	i	i	-4	i	i	i	i	i	i
Cc1ccc(-n2ccnc(SCC(=O)NC3CCCC3)c2=O)cc1F	i	i	i	i	-6	i	i	i	i	i	i
COc1cc2c(cc1OC)C(c1cc3cc(C)ccc3[nH]c1=O)N(C(=O)c1ccco1)CC2 (configuration not stated)	i	i	i	i	-6	i	i	i	i	i	i
O=C1CC(N2CCN(c3ccccc3)CC2)C(=O)N1Cc1ccc(Cl)cc1 (configuration not stated)	i	i	i	i	-18	i	i	i	i	i	i
CCOC(=O)c1nc(N2CCN(C(=O)OCC)CC2)c2c3c(sc2n1)CCCC3	i	i	i	i	-19	i	i	i	i	i	i
COC(=O)c1cc(NC(=O)C2CC=CCC2C(=O)O)cc(C(=O)OC)c1 (configuration not stated)	i	i	i	i	-8	i	i	i	i	i	i
COc1ccc(CCNC(=O)C2CCCN2C(=O)Nc2ccc(C)cc2)cc1OC (configuration not stated)	i	i	i	i	-3	i	i	i	i	i	i
c1ccc2c(c1)[nH]c1c(N3CCOCC3)ncnc12	i	i	i	i	-6	i	i	i	i	i	i
COC(=O)c1c(C)oc(C)c1S(=O)(=O)NCC1CC1	i	i	i	i	-7	i	i	i	i	i	i
Cc1cc(C2C(C#N)=C(N)Oc3n[nH]c(C)c32)c(C)s1 (configuration not stated)	i	i	i	i	-8	i	i	i	i	i	i
CCOC(=O)Cn1c2c(c(=N)c3ccccc31)CCC2	i	i	i	i	1	i	i	i	i	i	i
CCN(CC)S(=O)(=O)c1ccc(NC(=O)COC(=O)CN2C(=O)c3ccccc3C2=O)cc1	i	i	i	i	-12	i	i	i	i	i	i
Cc1cc(C)cc(C(=O)NCC(=O)OCC(=O)c2cc(C)n(CC(F)(F)F)c2C)c1	i	i	i	i	-11	i	i	i	i	i	i
COc1ccccc1N(C)S(=O)(=O)c1ccc(C)c(C(=O)Nc2nccs2)c1	i	i	i	i	-12	i	i	i	i	i	i
CC1=CC(C)(C)N(C(=O)CNC2CCCCC2)c2cc(C)ccc21	i	i	i	i	-13	i	-8.5*	i	i	i	i
O=C(NC(=S)NCCCN1CCOCC1)c1ccc([N+](=O)[O-])cc1	i	i	i	i	-6	i	i	i	i	i	i
Nc1c(Cl)ncnc1NCc1cccnc1	i	i	i	i	-1	i	i	i	i	i	i
Cc1ccc(-n2c(-c3ccco3)n[nH]c2=S)cc1	i	i	i	i	-7	i	i	i	i	i	i
Cc1nc2cc(-c3cccs3)[nH]n2c(=O)c1C	i	i	i	i	-5	i	i	i	i	i	i
CN(C)c1nc(Nc2ccc(Cl)cc2)nc(OCC#N)n1	i	i	i	i	-12	i	i	i	i	i	i
CCC(=O)Nc1ccc(Oc2ccc3c(c2)C(=O)NC3=O)cc1	i	i	i	i	-9	i	i	i	i	i	i
Cc1cc(C)c(C(=O)COC(=O)Cn2c(C)csc2=O)cc1C	i	i	i	i	-5	i	i	i	i	i	i
OC[C@H]1O[C@@H](n2cnc3c(NC4CCCC4)nc(Cl)nc32)[C@H](O)[C@@H]1O	i	·	i	i	·	i	·	·	·	i	·
O=C(Nc1ccc(N2CCN(C(=O)c3cccs3)CC2)cc1)c1cccc(F)c1	i	i	i	i	-10	i	i	i	i	i	i
Cc1ccc(SSc2cc(C)ccc2N)c(N)c1	i	i	i	i	-1	i	i	i	i	i	i
COc1ccccc1N(CN1CCCC1=O)C(=O)c1c(F)cccc1Cl	i	i	i	i	-14	i	i	i	i	i	i
Cc1cc(C)cc(N(CC(=O)NC2CCCCC2)C(=O)CNC(=O)c2ccco2)c1	i	i	i	i	-4	i	i	i	i	i	i
CCOc1cc(NC(=O)c2ccccn2)c(OCC)cc1NC(=O)c1ccc(Cl)cc1	i	i	i	i	-1	i	i	i	i	i	i
Cc1ccc(C)c(C(C)NC(=O)Cc2cccs2)c1 (configuration not stated)	i	i	i	i	-5	i	i	i	i	i	i

2 entries drawn at random from the list so far:
SMILES	ANO1 block	RGS4 inh	TMEM16A act	KCNK3 block	hERG rescue	MrgX1 agonist	RGS4 pot	KCNQ1 block	KCNQ1 pot	MrgX1 allo act	KCNK9 block
OC[C@H]1O[C@@H](n2cnc3c(NC4CCCC4)nc(Cl)nc32)[C@H](O)[C@@H]1O	i	·	i	i	·	i	·	·	·	i	·
Cc1cc(C)cc(N(CC(=O)NC2CCCCC2)C(=O)CNC(=O)c2ccco2)c1	i	i	i	i	-4	i	i	i	i	i	i

Other results:
SMILES	ANO1 block	RGS4 inh	TMEM16A act	KCNK3 block	hERG rescue	MrgX1 agonist	RGS4 pot	KCNQ1 block	KCNQ1 pot	MrgX1 allo act	KCNK9 block
Cc1ccc(-c2nn(C)c(=O)c3ccccc23)cc1CNC(=O)CN1CCOCC1	i	i	i	i	-4	i	i	i	i	i	i
CCCN1C(=O)/C(=N\OCC(=O)NC23CC4CC(CC(C4)C2)C3)c2ccccc21	i	i	i	i	-9	i	i	i	i	i	i
CCN1CCN(c2cc(C)c3cc(NC(=S)NCCCOC)ccc3n2)CC1	i	i	i	i	-10	i	i	i	i	i	i
CCCCS(=O)Cc1ccccc1 (configuration not stated)	i	i	i	i	-7	i	i	i	i	i	i
COc1ccc(NS(=O)(=O)c2cc(NC(=O)c3cccs3)ccc2N2CCOCC2)cc1	i	i	i	i	-12	i	i	i	i	i	i
O=C1N(Cc2cccc(Cl)c2)C[C@@H]2C[C@@H](c3cccc4ncccc34)N3CCC[C@@]123	i	i	i	i	-13	i	i	i	i	i	i
Cc1ccc(NC(=O)COc2coc(CN3CCN(c4ccccc4)CC3)cc2=O)cc1	i	i	i	i	-11	i	i	i	i	i	i
CC(C)(C)N1CC(C(=O)Nc2ccc(S(=O)(=O)N3CCCCC3)cc2)CC1=O (configuration not stated)	i	i	i	i	-6	i	i	i	i	i	i
COc1ccccc1CNC(=O)C1CCC1	i	i	i	i	-3	i	i	i	i	i	i
CCOc1ccccc1N1CCN(Cc2cccc(OC)c2O)CC1	i	i	i	i	-10	i	i	i	i	i	i
CN(C(=O)c1ccc2c(=O)n3c(nc2c1)CCCCC3)c1ccccc1F	i	i	i	i	-9	i	i	i	i	i	i
NS(=O)(=O)c1ccc(CCNc2ccccc2[N+](=O)[O-])cc1	i	i	i	i	-12	i	i	i	i	i	i
COc1ccc(NC(=O)c2ccco2)cc1NC(=O)c1cccc(F)c1	·	i	i	i	-6	·	i	i	i	·	i
Cc1ccc2nc(-c3ccc(NC(=S)NC4CC(C)(C)NC(C)(C)C4)cc3)sc2c1	i	i	i	-15*	-32	i	i	8*	i	i	i
CN(C)c1nc(C=C(C#N)C#N)c(Cl)n1-c1ccc(F)cc1	·	i	i	i	-10	·	i	i	i	·	i
CCOc1cc(/C=C2/C(=N)N3C(=NC2=O)SN=C3S(=O)(=O)C(C)C)ccc1OC(=O)c1ccco1	i	i	i	i	-30	i	i	i	i	37*	i
CCc1nc2c(n1O)CCc1nonc1-2	i	i	i	i	-9	i	i	i	i	i	i
Cc1ccc(-c2cc(C(=O)Nc3c(C#N)cnn3C)no2)cc1	i	i	i	i	-13	i	i	i	i	i	i
CCC(c1nnnn1Cc1ccco1)N1CCN(C(=O)c2ccco2)CC1 (configuration not stated)	i	i	i	i	-3	i	i	i	i	i	i
C=CCNc1nnc(Cc2ccc(C(C)C)cc2)c(=O)[nH]1	i	i	i	i	-5	i	i	i	i	i	i
CCN(CC)c1ccc(NC(=O)c2ccco2)c(C)c1	i	i	i	i	-9	i	i	i	i	i	i
CCc1c(C)nc2ncnn2c1N1CCC(C(=O)NCc2cccc(OC)c2)CC1	i	i	i	i	-8	i	i	i	i	i	i
CCc1nnc(NS(=O)(=O)c2ccc(Nc3ccc([N+](=O)[O-])c4nonc34)cc2)s1	i	i	i	i	-13	i	i	i	i	i	i
NC(=O)CC(NC(=O)Cc1ccc(Br)cc1)c1ccc(NCCc2ccccc2F)c([N+](=O)[O-])c1 (configuration not stated)	i	i	i	i	-7	i	i	i	i	i	i
O=S(=O)(CCc1nc2ccccc2o1)c1ccc(Cl)cc1	i	i	i	i	-1	i	i	i	i	i	i
O=C(Nc1cnc2sccn2c1=O)c1ccccc1Cl	i	i	i	i	-1	i	i	i	i	i	i
CCOc1ccc(NC(=O)CN(C)C(=O)c2cc(C)on2)cc1OCC	i	i	i	i	-13	i	i	i	i	i	i
Cc1c(OC(C(=O)O)c2ccccc2)ccc2c3c(c(=O)oc12)CCC3 (configuration not stated)	·	i	i	i	-5	·	i	i	i	·	i
O=C(COc1coc(CN2CCCc3ccccc32)cc1=O)Nc1ccc([N+](=O)[O-])cc1	i	i	i	i	-6	i	i	i	i	i	i
CCn1ccc(C(=O)Nc2ccc3c(c2)CCC3)n1	i	i	i	i	-8	i	i	i	i	i	i
Cc1cc(N2CCCC2)c(C)cc1C=O	i	i	i	i	-9	i	i	i	i	i	i
CC(C)(C)NC(=O)NC(=O)COC(=O)COc1ccc(Cl)cc1Cl	i	i	i	i	-9	i	i	i	i	i	i
COC(=O)c1cn(NC(=O)c2ccc(OC)c([N+](=O)[O-])c2)c(=O)c2ccccc12	i	i	i	i	-13	i	i	i	i	i	i
O=C(c1ccccc1)N1CCCCC(Sc2nnc3ccccn23)C1=O (configuration not stated)	i	i	i	i	-1	i	i	i	i	i	i
CCOC(=O)C(=O)N(CC)C1CCS(=O)(=O)C1 (configuration not stated)	100*	i	i	i	-11	i	i	i	i	i	i
COc1ccccc1-c1coc2c(CN3CCN(C)CC3)c(O)ccc2c1=O	i	i	i	i	-5	i	i	i	i	i	i
COc1ccc(NC(=O)CSc2nnc(C)n2C2CCCCC2)cc1	i	i	i	i	-6	i	i	i	i	i	i
O=C(CSc1ncc(-c2ccccc2)n1C1CCCC1)N1CCc2ccccc21	i	i	i	i	-6	i	-7.7*	i	i	i	i
Cc1cccc(NS(=O)(=O)c2ccc3c(c2)NC(=O)CC(=O)N3)c1	i	i	i	i	-18	i	i	i	i	i	i

Assay outcomes as filed in PubChem.
